XIAP antagonists: small molecules displacing peptide from XIAP – biochemical, IAP family, fluorescence polarization (AID 1018). 0.007% of 200,000 active. displacement, % at 20 µM; hits with a dose series show IC50 in µM. XIAP BIR domain, fluorescence polarization peptide displacement; higher % means a stronger effect; in the data active = displacement above about 50%; also: a part of the inactive calls stands beside numbers as strong as those of hits
AID2073: disruptors of CaV2.2 binding to Mint1 – biochemical, HTRF (AID 2073); one-dose inhibition, % at 20 µM; IC50 in µM for titrated hits; HTRF protein-protein interaction, Mint1-CaV2.2; higher % means a stronger effect; 0.19% of 290,000 active; in the data active = inhibition mostly above about 51%, no sharp cut-off; inconclusive = no clear call, values can overlap the other calls; inactive = mostly below about 53%; also: some results filed as inactive read as strong as hits
Myeloid diff 2: compounds promoting myeloid differentiation. ER-HoxA9 myeloid progenitors, lysozyme-GFP differentiation, flow cytometry. calls only at 10 µM. 1% of 360,000 active;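 active = normalized GFP-positive differentiation at or above the plate's own cutoff, the solvent-only control mean plus 3 SD; inconclusive = no clear call, values can overlap the other calls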;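 also: cells exposed to compound for four days before flow analysis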
HEK293 NOD2/NF-kB: NOD2 signaling inhibitors, cell-based, luminescence, uHTS, HEK293 (AID 1566); HEK293 NOD2/NF-kB luciferase reporter, luminescence; higher % means a stronger effect; one-dose inhibition, % at 4 µM; EC50 in µM for titrated hits; 0.63% of 290,000 active; also: many of its hits are not listed in these tables
Hep lipid drop: hepatic lipid droplet formation modulation; AML12 mouse hepatocytes, oleate lipid droplets, BODIPY imaging; inhibition, % at 6.5 µM; 0.4% of 240,000 active; AID 1656;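 active = lipid droplet intensity inhibited by at least 50%, with more than 500 cells counted; inconclusive = wells with under 300 cells, treated as cytotoxic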
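Test system: AML12 hepatocytes (mouse); reagent: oleate loading, 100 µM; dosing: one dose, 6.5 µM compound; incubation: overnight exposure; signal: fluorescence imaging, 20x objective, two fields per well; read-out basis: % inhibition of corrected integrated BODIPY droplet signal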
Dengue-2 NS5 capping: flavivirus cap methylation enzyme inhibition – biochemical, confirmation dose response, primary screen (AID 588689) | inhibition, % at 25 µM, or IC50 in µM where a hit was titrated | Dengue-2 NS5 methyltransferase capping enzyme assay, biochemical; higher % means a stronger effect | 0.3% of 340,000 active; in the data active = a potency from the dose series; inconclusive = inhibition above about 29% without an active follow-up result
LYP inhibition: inhibitors of LYP phosphatase, biochemical, fluorescence intensity, uHTS (AID 1779); recombinant LYP phosphatase, fluorescence intensity; higher % means a stronger effect; one-dose inhibition, % at 11.5 µM; IC50 in µM for titrated hits; 0.054% of 290,000 active;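 also: plate controls were vehicle with enzyme for no effect and no enzyme for full effect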
HIV fusion peptide: cell-free HIV fusion peptide-binding blockers – biochemical, uHTS, fluorescence dequenching, primary screen (AID 1986); inhibition, % at 20 µM, or IC50 in µM where a hit was titrated; 0.3% of 290,000 active; cell-free peptide binding, fluorescence dequenching, 30 min; higher % means a stronger effect; in the data active = inhibition mostly above about 52%, no sharp cut-off; inactive = mostly below about 76%; also: some results filed as inactive read as strong as hits
SIAH1 antagonists: Siah-1 peptide-binding antagonists, primary screen, biochemical, fluorescence polarization, rhodamine-plectin, uHTS (AID 1817) | 0.02% of 290,000 active | Siah-1 / rhodamine-plectin peptide fluorescence polarization; higher % means a stronger effect | displacement, % at 20 µM; hits with a dose series show IC50 in µM;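 active = displacement of at least 50% at 20 µM, with a fluorescence ratio check between 0.3 and a set limit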;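 also: plate controls were Siah plus tracer with DMSO for no effect and tracer alone without Siah for full effect; strong numbers were not always called active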
Hep lipid drop cells 6.5 µM: further read-out of Hep lipid drop, marked with its call; cell count; measured here: cell count, cytotoxicity flag;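 cells counted across two imaged fields per well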
Dengue-2 NS5 capping pilot replicate: also measured in Dengue-2 NS5 capping; calls as there; inhibition, %; measured here: pilot screen replicate inhibition
Myeloid diff 2 GFP+ MAC1+ %: second read-out of Myeloid diff 2, no call of its own (marks repeat the call); GFP+ MAC1+ double positive, %; measured here: differentiation confirmed by MAC1 staining
The depositor's hits bear a star; i = inactive; u = inconclusive; x = not tested or not shown. Rule as the data show it, unless noted: active = inhibition above about 50%; inactive = the rest. This is a subset, so the mix of outcomes need not match the whole.

SMILES	XIAP antagonists	AID2073	Myeloid diff 2	Myeloid diff 2 GFP+ MAC1+ %	HEK293 NOD2/NF-kB	Hep lipid drop	Hep lipid drop cells 6.5 µM	Dengue-2 NS5 capping	LYP inhibition	HIV fusion peptide	SIAH1 antagonists	others
COc1ccc(CCNC(=O)Cc2ccc(OCc3ccccc3)c(OC)c2[N+](=O)[O-])cc1OCc1ccccc1	-5.0%	-6%	i	0.7	29%	9	811	-11%	-5%	-1.1%	-10%
O=C(NC1CCCCC1)[C@H](CSCc1ccccc1)N1Cc2ccccc2C1=O	-12%	2%	i	2.3	-5%	-12	743	-2%	-4%	-0.2%	-4%
COc1ccc(C(=O)N/C(=C/c2ccc(Cl)cc2)C(=O)NCc2ccncc2)cc1	x	-8%	i	2.0	5%	-25	696	5%	-11%	0.7%	6%
CCn1c(C)nc2cc(S(=O)(=O)C(F)(F)C(F)C(F)(F)F)ccc21 (centres undefined)	-9.9%	36%	i	5.3	7%	x	x	0%	-6%	-1.7%	1%
COc1ccc(/C=N/n2c(=O)[nH]c3c([nH]c4ccc(Br)cc43)c2=O)cc1CN1CCOCC1	-5.1%	8%	i	0.9	12%	x	x	-8%	-7%	6.3%	5%
COc1cc2c(cc1OC)C(C)N(C(=O)c1ccc(Cl)c(S(=O)(=O)N3CCCCC3)c1)CC2 (centres undefined)	x	4%	i	2.6	45%	19	706	-6%	13%	0.6%	2%
O=C(Cn1cccc1C(=O)c1ccccc1)NCc1ccccc1Cl	x	5%	i	3.6	-12%	-23	691	-4%	-6%	0.3%	1%
Cc1cc(Cl)ccc1OCC(=O)Nc1ccccc1CO	x	-10%	i	0.5	-12%	2	715	-5%	-4%	-1.8%	2%
Cc1cc2ccccn2c1C(=O)c1ccccc1F	x	4%	i	1.1	-5%	0	763	-7%	-7%	0.4%	-3%
C=CCNC(=O)CSc1nnc(-c2ccc(S(=O)(=O)N3CCCC3)cc2)n1C	x	-7%	i	0.6	-14%	x	x	5%	-3%	-0.3%	2%
Cc1ccc2oc(=O)c3cnn(CC(=O)N4CCN(c5ccccc5)CC4)c3c2c1	-1.9%	2%	i	3.4	-11%	x	x	-3%	-3%	1.8%	4%
O=C(CN1C(=O)/C(=C/c2ccc(F)cc2)SC1=S)N1CCN(CCc2ccccn2)CC1	x	7%	u	x	24%	-4	699	2%	-11%	5.4%	-2%
CCc1ccc(CNC(=O)CCS(=O)(=O)Cc2ccc(C)cc2)cc1	x	-12%	u	x	8%	-8	758	-1%	-7%	0.2%	4%
COc1ccc(CCNC(=O)C2CC(c3ccc(C(F)(F)F)cc3)=NO2)cc1 (centres undefined)	x	11%	i	0.9	10%	x	x	-4%	-8%	-1.1%	13%
Cc1cccc(C)c1NC(=O)CSc1nnc(C)c(=O)[nH]1	-2.0%	-8%	i	0.1	3%	10	693	-3%	-3%	0.8%	25%
CC(C)(C)/C(O)=C/c1nc2ccccc2oc1=O	-5.7%	15%	i	0.7	10%	-6	656	-1%	-7%	8.2%	-2%
CC(C)NC(=O)Cn1c(SCC(=O)c2ccc(F)cc2)nc2ccccc21	0.0%	-15%	i	0.8	10%	-12	761	-4%	-5%	2.4%	14%
O=C(Nc1ccc(-c2nc3ccccc3o2)cc1)c1ccc(N2C(=O)C3C4C=CC(C4)C3C2=O)cc1 (centres undefined)	-2.6%	32%	i	0.8	32%	11	814	6%	-6%	-0.8%	-2%
OCCNCCCOc1cc(Cl)ccc1Cl	-15%	-10%	i	0.6	11%	-21	701	-9%	-6%	-2.5%	4%
COc1ccc(NS(=O)(=O)c2ccc(Br)cc2)cn1	x	-4%	i	0.9	8%	-7	807	-1%	-2%	1.3%	1%
O=C(N/N=C/c1ccc2ccccc2c1)c1ccc(COc2ccc3c(c2)CCC3)o1	-6.3%	10%	i	0.9	-40%	x	x	0%	1%	3.3%	35%
CC(C)Cc1ccc(CN2CCCC(NC(=O)c3ccnn3C)C2)cc1 (centres undefined)	x	5%	i	1.1	14%	-13	643	1%	-8%	-2.2%	-1%
COc1ccc(N2CCN(Cc3nc(N)nc(Nc4ccc(C)c(Cl)c4)n3)CC2)cc1	-7.0%	1%	i	1.0	-21%	2	783	-5%	4%	-1.4%	0%	Dengue-2 NS5 capping pilot replicate=0.0
Cc1ccc(Cn2c(CN3CC(C)OC(C)C3)nc3c2c(=O)n(C)c(=O)n3C)cc1 (centres undefined)	-3.3%	-2%	i	7.0	10%	x	x	-3%	-7%	-1.4%	5%
CN(Cc1cnn(C)c1)Cc1nc(-c2ccc(Cl)cc2)no1	-6.9%	-2%	i	0.7	0%	-3	634	-4%	-9%	0.9%	2%
COc1ccc(-c2nnc3n2CCCCC3)cc1	x	-6%	i	0.7	10%	-15	752	-5%	-11%	1.5%	6%
O=C(NCCc1ccccc1)C1CCC(=O)N(CCCN2CCCC2=O)C1 (centres undefined)	x	9%	i	0.7	1%	0	796	-12%	-9%	-0.6%	6%
CSCC(C)N1CCC(CCC(=O)NC2CC2)CC1 (centres undefined)	x	3%	i	2.2	-4%	8	698	-4%	-9%	2.9%	8%
CC1Cc2ccccc2N1C(=O)COc1nc2ccccc2nc1N1CCOCC1 (centres undefined)	-16%	24%	i	1.4	15%	x	x	2%	-4%	-0.5%	-3%
Cc1nc2ccccc2n1CC(=O)N/N=C/c1cccs1	-6.3%	48%	i	0.3	24%	-19	594	-4%	-3%	-1.5%	-2%
CCc1c(C(=O)Nc2ccc(C)c(C)c2)[nH]c(C)c1C(C)=O	x	8%	i	0.3	-34%	-4	803	-5%	-4%	-1.1%	0%
CSc1ccc(CN2CCN(Cc3ccccc3)C(CCO)C2)cc1 (centres undefined)	-0.4%	-4%	i	0.7	17%	-2	684	-15%	-2%	-0.7%	14%
Cc1ccc(-c2cc(C(=O)Nc3nn[nH]n3)c3ccccc3n2)c(C)c1	0.4%	-7%	i	2.2	11%	x	x	-1%	5%	1.5%	-2%
O=C(NCCc1ccccc1)NC1CCCCC1	-2.6%	3%	i	9.4	-61%	7	695	-2%	-13%	0.6%	0%
COc1ccc(CC(=O)Nc2cc(Cl)ccc2N2CCCC2)cc1	x	1%	i	1.3	-21%	-31	788	-10%	4%	1.0%	-6%
O=[N+]([O-])c1cccc(NC(=S)N2CCN(c3ccccn3)CC2)c1	x	-38%	i	0.9	5%	5	577	-2%	-8%	-1.9%	-1%
C(=N\n1cnnc1)/c1ccc(OC2CSC2)cc1	-1.4%	-13%	i	1.8	-5%	x	x	-6%	-3%	3.9%	0%
COc1ccc(Cl)cc1NC(=O)Nc1cc(C)on1	x	-7%	i	0.4	1%	-15	678	1%	-3%	-2.3%	-1%
COc1ccc2nc3oc(C(=O)N4CC(C)CC(C)C4)cc3cc2c1 (centres undefined)	x	27%	i	2.5	22%	-2	719	-10%	-7%	-1.8%	3%
CCOC(=O)c1sc2nccc(N(C)C)c2c1N=CNOCc1ccccc1	-6.4%	15%	i	0.9	-4%	2	710	-10%	-10%	3.6%	0%
C1=C(c2ccccc2)N2CCN=C2S1	-2.8%	-12%	i	1.3	16%	5	794	-4%	-6%	-2.8%	3%
COC(=O)c1c(NC(=O)c2cnccn2)sc2c1CCC2	-4.8%	0%	i	0.3	10%	5	835	-2%	-6%	-0.6%	-8%
CC(=O)c1cccc(NC(=O)/C(=C/c2ccncc2)NC(=O)c2ccccc2)c1	x	16%	x	x	-27%	-4	736	-2%	-14%	2.1%	-2%
CCNC(=O)CSc1nc2ccccc2c(=O)n1OC	1.3%	2%	i	0.5	2%	x	x	-5%	-10%	0.0%	2%
CCC1CCCCN1Cc1c(O)ccc2c(=O)c(-c3ccccc3)coc12 (centres undefined)	x	30%	i	0.5	16%	-2	796	3%	-15%	-0.4%	-5%
Cc1ccc(/C=N/N2CCN(Cc3ccccc3)CC2)o1	-3.4%	-10%	i	1.8	0%	-4	762	-7%	-8%	1.8%	3%
CSc1cccc(CNC(=O)C2CCC(=O)N(CC3CCCCC3)C2)c1 (centres undefined)	x	7%	i	1.0	-8%	-2	761	2%	-8%	0.6%	1%
Cc1nc(SCC(=O)c2cccc([N+](=O)[O-])c2)n[nH]1	-2.8%	-61%	i	0.6	3%	19	644	-4%	-2%	-2.4%	5%
Cc1ccc(N(C)S(=O)(=O)c2csc(C(N)=O)c2)cc1C	x	14%	i	0.3	-16%	x	x	-5%	2%	-2.0%	5%
C/C(=N\NC(=O)Cc1c(C)[nH][nH]c1=O)c1ccc(Cl)c(Cl)c1	x	-4%	i	0.4	-10%	23	707	-3%	-6%	-0.7%	7%
Cc1ccc(N2C(=O)CC2(C#N)c2ccc(OCc3ccccc3)cc2)cc1 (centres undefined)	-2.8%	-1%	i	1.8	-8%	9	716	0%	-1%	-1.9%	-7%	Dengue-2 NS5 capping pilot replicate=-7.0
COCCNC(=S)NCCc1ccc(Cl)cc1Cl	-3.1%	-21%	i	0.3	-12%	3	708	-14%	-6%	-0.2%	8%
O=C(CCc1nnc(CCCCc2ccccc2)o1)N(CCO)Cc1ccccc1	-1.0%	4%	i	0.9	0%	-2	743	-4%	-2%	0.8%	5%
N#CC(C#N)=C1NC(N)=C(C#N)C(c2ccccc2)=C1C#N	x	u	i	0.2	1%	x	x	-5%	-4%	6.3%	-3%
O=c1c([N+](=O)[O-])cccn1Cc1ccc(F)cc1Cl	-3.7%	-3%	i	0.1	7%	-8	721	2%	-3%	-1.8%	-2%
CCOC(=O)c1sc(NC(=O)OC)c(C(=O)OC)c1C	-5.2%	2%	i	0.5	8%	4	649	-2%	4%	0.5%	-4%
Cc1nn(Cc2cccc3ccccc23)c(C)c1NC(=O)c1cccnc1	-20%	10%	i	0.2	-9%	0	690	-1%	-5%	-1.8%	2%

Three records drawn at random from the list so far, as already listed:
SMILES	XIAP antagonists	AID2073	Myeloid diff 2	Myeloid diff 2 GFP+ MAC1+ %	HEK293 NOD2/NF-kB	Hep lipid drop	Hep lipid drop cells 6.5 µM	Dengue-2 NS5 capping	LYP inhibition	HIV fusion peptide	SIAH1 antagonists	others
N#CC(C#N)=C1NC(N)=C(C#N)C(c2ccccc2)=C1C#N	x	u	i	0.2	1%	x	x	-5%	-4%	6.3%	-3%
O=C(CCc1nnc(CCCCc2ccccc2)o1)N(CCO)Cc1ccccc1	-1.0%	4%	i	0.9	0%	-2	743	-4%	-2%	0.8%	5%
C/C(=N\NC(=O)Cc1c(C)[nH][nH]c1=O)c1ccc(Cl)c(Cl)c1	x	-4%	i	0.4	-10%	23	707	-3%	-6%	-0.7%	7%

Bioassay records (PubChem BioAssay)
